Pf growth 96h: P. falciparum growth inhibition at 96 hour, primary screen for plastid delayed-death inhibitors. P. falciparum luciferase reporter growth, 96 h. Potency, µM (top dose mostly 28.7 µM), inactives show at the top dose activity change, negative = inhibition, actives largely listed as inhibitors. actives 6.9% (n = 320,000). AID 504834; further: potency means the concentration at half of the fitted maximal effect; on the % scale 0 is the no-effect control and ±100 the full control effect
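Parasite growth measured via integrated firefly luciferase reporter in P. falciparum. Infected erythrocytes at 2% hematocrit, 0.05% parasitemia final were treated 96 hours at 37 C under 5% CO2, and luminescence was read.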
Shiga inhibitor: inhibitors of Shiga toxin in Vero cells. inhibition, % at 38.7 µM. Vero cells, Shiga toxin protein synthesis inhibition reporter. AID 2315. actives 9.2% (n = 290,000); in the data active means inhibition mostly above about 28%, no sharp cut-off; inactive means mostly below about 43%; further: 0% is about no effect
Giardia FBPA inh: blocks Giardia fructose-bisphosphate aldolase activity. A8B2U2. purified Giardia FBPA. Potency, µM (top dose mostly 59.6 µM), for the others: top-dose activity, negative = inhibition, actives largely listed as inhibitors. actives 0.71% (n = 290,000); further: potency means the concentration at half of the fitted maximal effect; on the % scale 0 is the no-effect control and ±100 the full control effect; nearly all actives have a fitted effect of over 55% in size
Target sequence (A8B2U2 whole entry, looked up): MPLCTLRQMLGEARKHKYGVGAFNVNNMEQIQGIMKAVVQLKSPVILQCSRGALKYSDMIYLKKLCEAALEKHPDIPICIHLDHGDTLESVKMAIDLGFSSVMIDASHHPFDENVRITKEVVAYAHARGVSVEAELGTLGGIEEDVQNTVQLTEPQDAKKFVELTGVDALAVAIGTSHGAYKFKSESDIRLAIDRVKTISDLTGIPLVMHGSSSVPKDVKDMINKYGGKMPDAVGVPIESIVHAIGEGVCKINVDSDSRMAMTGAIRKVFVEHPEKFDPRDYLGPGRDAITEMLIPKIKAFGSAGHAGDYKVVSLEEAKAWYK
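40 nM FBPA preincubated 10 min at RT with compound (up to 57.5 uM final), then substrate plus GAPDH/TPI/NAD/arsenate coupling and diaphorase/resazurin added. Fluorescence read after 20 min at RT, 525/598 nm.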
CHX counter: counter-screen hit for Shiga toxin inhibitors, cycloheximide. max response, %. cell reporter, cycloheximide protein synthesis inhibition counterscreen. actives 12% (n = 300,000). AID 2314; in the data active means max response mostly above about 13%, no sharp cut-off; inactive means mostly below about 14%; further: read at 38.3 µM for the half of the compounds with a filed dose; 0% is about no effect
HCV inhibitor: inhibitors of hepatitis C virus infection; AID 651820; actives 3.4% (n = 340,000); Huh7.5.1 HCVcc-Cre infection, luciferase reporter, 44 h; Potency, µM (highest dose often 41.8 µM), for the others: at the highest dose activity change, negative = inhibition, most hits filed as inhibitors; further: potency means the concentration at half of the fitted maximal effect; on the % scale 0 is the no-effect control and ±100 the full control effect
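Luciferase read-out (15 sec integration) after a 15 min room-temperature substrate step quantifies HCVcc-Cre infection. Cells, 1,000 per well, had compound added 4 h post-plating, then virus at ~0.5 moi, and were cultured 44 h.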
Pf growth 48h: P. falciparum growth inhibition at 48 hours (one generation); P. falciparum luciferase growth in erythrocytes, 48 h; Potency, µM (top dose mostly 28.7 µM), inactives show at the top dose activity change, negative = inhibition, most hits filed as inhibitors; actives 5.9% (n = 310,000); AID 504832; further: potency means the concentration at half of the fitted maximal effect; on the % scale 0 is the no-effect control and ±100 the full control effect
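Cell-based growth assay: transgenic P. falciparum expressing firefly luciferase, cultured in red cells within RPMI 1640 containing 0.5% w/v Albumax, 24 mM bicarbonate and gentamycin. A drop in luciferase activity indicates inhibition.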
The depositor's hits bear a star; u = inconclusive; x = no result given; [ ] = another dose, or the depositor's remark. Unless noted, the call rests on the fitted dose curve; in most records, active means well fitted curve in the direction sought with a large enough effect; inconclusive means small, poorly fitted or top-dose-only effect, or another doubt; inactive means no such curve, though single readings can be large; an effect the other way counts as inactive or inconclusive. Compounds as they come, and some 24% of all compounds hit somewhere here.

SMILES	Pf growth 96h	Shiga inhibitor	Giardia FBPA inh	CHX counter	HCV inhibitor	Pf growth 48h
O=Cc1ccc(OCc2ccccn2)cc1	-12.9%	39.5*	6.2%	21.5*	14.3%	15.6%
CN1CCN(S(=O)(=O)c2ccc(NCc3ccc4c(c3)OCO4)nc2)CC1	-22.8%	-10.2	-1.0%	-1.8	2.3%	11.3%
Cc1ccc(OCC(O)CN2CCN(CC(O)COc3ccc(C)cc3Cl)CC2)c(Cl)c1 (stereo unspecified)	49.8%[activator]	-6.2	0.9%	-5.4	25.1µM*	9.0%
NC(=O)CC(c1ccccc1)c1ccco1 (stereo unspecified)	-4.4%	-9.9	0.6%	-1.4	17.7%	-6.9%
CCn1c(COc2c(C)cccc2C)nnc1SCC(=O)N1CCN(c2ccccc2)CC1	u	-3.2	11.4%	1.2	35.5µM*	u
COc1ccccc1NC(=O)CSc1nnc(-c2ccco2)n1N	-1.7%	-0.8	-3.3%	-8.2	17.7%	13.0%
Cc1cc(/C=C(\C#N)C(=O)NCc2cccs2)c(C)n1-c1ccc([N+](=O)[O-])cc1	u	8.1	1.3%	-0.9	u	2.33µM*
Cc1ccccc1N(CC(=O)NC(C)(C)C)C(=O)CCC(=O)Nc1nccs1	u	-4.6	3.7%	-1.2	9.7%	-5.8%
Cc1ccc(-c2cc(C(=O)Nc3c(C)n(C)n(-c4ccccc4)c3=O)[nH]n2)c(O)c1	20.8%	-3.5	-3.8%	-0.5	9.9%	29.5%
CN[C@@H](C)[C@@H](O)c1ccccc1	11.0%	-7.1	-20.8%	-2.0	11.3%	6.6%
COc1ccc2oc(=O)c(C(=O)Nc3ccccc3C)cc2c1	-0.3%	x	4.3%	34.1*	9.1%	44.8%[activator]
CC(=O)Nc1ccc2nc(CN3CCN(Cc4ccc(F)cc4)C(CCO)C3)ccc2c1 (stereo unspecified)	u	-2.9	-23.0%	8.8	-6.2%	u
CC(C)c1nnc(SCC(=O)NC(C)(C)C)n1C	u	18.5	4.6%	-1.9	-8.1%	27.1%
O=[N+]([O-])c1ccc(N2CCCCC2)nc1N1CCCCC1	3.29µM*	15.9	1.4%	5.9	-29.3%	2.08µM*
COC(=O)c1c(C)c[nH]c1C	6.1%	-10.1	8.0%	2.6	17.9%	5.9%
Cc1ccc(OCC(O)CNC(C)c2ccccc2)cc1C (stereo unspecified)	u	-2.6	x	-8.5	-13.1%	u
CCN(CC)S(=O)(=O)c1ccc2c(c1)N(CC(=O)NCCCN1CC(C)CC(C)C1)C(=O)CO2 (stereo unspecified)	u	-10.6	0.7%	-3.3	8.6%	0.4%
COc1ccc2cc(C)c3nnc(SCC(=O)Nc4nc(-c5ccc(F)cc5)cs4)n3c2c1	26.1%	-7.2	6.4%	-4.9	-3.2%	-15.9%
CC(C(=O)c1ccccc1)n1c(N2CCOCC2)nc2c1c(=O)n(C)c(=O)n2C (stereo unspecified)	13.7%	-14.5	2.5%	9.8	5.9%	45.9%[activator]
CNc1c(NS(=O)(=O)c2ccc(F)c(Cl)c2)c(=O)oc2ccccc12	70.4%[activator]	-3.7	18.0%	-6.1	7.3%	-0.4%
CCOCCCNC(=O)C1CCCN(S(=O)(=O)c2ccc(-n3cnnn3)cc2)C1 (stereo unspecified)	42.8%[activator]	-4.4	x	-5.9	-5.6%	7.8%
COc1ccc(C(=O)Nc2nc(C)c3cc4c(cc3n2)OCO4)cc1	44.6%[activator]	-12.8	4.2%	1.5	u	-5.5%
Cc1ccccc1NC(=O)COC(=O)C1=COCCO1	2.0%	x	x	x	18.0%	-10.0%
Cc1cc(C(=O)N/N=C/C=C/c2ccccc2)n[nH]1	-7.2%	36.3	-5.0%	6.7	4.1%	6.5%
Cc1ccc(S(=O)(=O)C(F)(F)F)cc1NC(=O)c1cccnc1	4.5%	15.7	9.3%	0.8	1.6%	u
COc1ccc(C2/C=C\CN(C(=O)C3CC3)C(Cc3ccccc3)C(=O)N2Cc2ccc(F)cc2)cc1 (stereo unspecified)	x	-7.0	-5.5%	15.1	x	x
COC(=O)C1=C(C)Nc2c(c(=O)n(C)c(=O)n2C)C1c1ccc(Cl)cc1 (stereo unspecified)	1.8%	-6.6	5.0%	-0.3	-5.2%	-23.2%
O=c1c(C=Nc2ccc(Oc3ccccc3)cc2)c[nH]n1-c1cccc(Cl)n1	16.7%	-9.6	-3.1%	-6.3	16.4%	5.3%
CCOC(=O)c1c(/N=C/c2cc(C)ccc2O)sc2c1CCN(C)C2	u	-4.3	0.2%	-4.2	7.5%	-19.1%
N=C1c2ccccc2CN1NC(=O)c1cccc(S(=O)(=O)N2CCCCC2)c1	-5.8%	-6.7	-4.2%	4.6	8.4%	u
O=C(N/N=C/c1cccs1)c1cc(-c2ccc(Cl)s2)[nH]n1	61.3%[activator]	4.7	-2.7%	7.1	-2.1%	-13.4%
Cc1ccc(-c2nnc(SCC(=O)N(C)C)nc2-c2ccc(C)cc2)cc1	u	-9.4	6.3%	-4.2	-13.4%	u
CCN1C(=O)CC(N2CCC(C(=O)N3CCCCCC3)CC2)C1=O (stereo unspecified)	58.4%[activator]	9.9	8.7%	2.7	11.1%	14.1%
CCCN1C(=O)c2ccc(C(=O)Nc3ccc4c(c3)OCO4)cc2C1=O	u	-15.7	x	10.2	-0.9%	25.0%
CC(=O)c1ccccc1Oc1nc(CN2CCOCC2)nc2scc(-c3cccs3)c12	x	-9.7	16.4%	7.7	9.7%	u
COC(=O)c1ccccc1NC(=O)Cn1nnc(-c2ccc3c(c2)OCO3)n1	0.0%	-12.4	3.2%	-1.7	21.2%	-20.4%
CCOC(=O)N1CCN(C(=O)CN(Cc2ccccc2)S(=O)(=O)c2ccc(OC)c(Cl)c2)CC1	x	18.1	-0.1%	-2.5	12.4%	u
COc1ccc(-c2nnc(Nc3ccc(S(=O)(=O)Nc4nccs4)cc3)c3ccccc23)cc1	-10.2%	-4.5	4.5%	-6.4	1.6%	-8.0%
CC(=O)N1CCN(Cc2nc3cc(NC(=O)NC4CCCCC4)ccc3n2C)CC1	16.3%	23.7	-1.3%	-2.0	5.4%	-25.9%
O/N=C(/c1ccc(Cl)cc1)C1CC1c1ccccc1 (stereo unspecified)	70.3%[activator]	26.3	2.6%	15.3	-8.0%	2.7%
O=C(O)/C(=C\c1cccc(F)c1)c1ccc(S(=O)(=O)N2CCCCC2)s1	0.0%	-7.7	11.2%	6.8	24.8%	11.5%
N#Cc1c(NC(NC(=O)c2ccco2)C(=O)c2ccccc2)sc2c1CCCC2 (stereo unspecified)	-16.6%	0.6	-26.0%	9.3	u	u
COc1ccc(Cc2nc(C(=O)Nc3ccc(F)cc3)cs2)cc1	-1.4%	12.7	-5.6%	14.0	10µM*	x
COc1ccc(-c2c(C)[nH]n3c(=O)c(Cc4ccccc4)c(C)nc23)cc1OC	133.1%[activator]	-8.3	-4.0%	-2.0	u	-24.0%[5.75 µM]
Cc1cc(C)n(-c2ccc(C(=O)NCCCN3CCOCC3)cc2)n1	22.9%	6.0	0.8%	-0.5	15.9%	5.5%
O=C(c1cccs1)N1CCc2c([nH]c3ccccc23)C1c1ccc(Cl)cc1 (stereo unspecified)	10.4µM*	2.4	-1.0%	-4.7	u	10.4µM*
O=C1NC(=O)/C(=C\c2ccc(OCc3cccc(C(=O)O)c3)c(Cl)c2)N1	-28.9%	161.4*	23.8%	80.6*	-2.2%	193.5%[activator]
CCOc1ccc2nc(NC(=O)C(NS(=O)(=O)c3cccs3)C(C)C)sc2c1 (stereo unspecified)	u	-0.6	4.5%	-2.8	u	0.0%
CC(=O)Nc1ccc(S(=O)(=O)Nc2nc3ccccc3nc2N2CCCCCC2)cc1	10.3%	-20.6	13.4%	-5.7	-6.5%	31.1%[activator]
COc1cc(OC)c(C(=O)Nc2ccc3ccccc3c2)cc1OC	8.8%	107.4*	6.4%	43.2*	-25.5%	56.0%[activator]
(listing goes on)
SMILES	Pf growth 96h	Shiga inhibitor	Giardia FBPA inh	CHX counter	HCV inhibitor	Pf growth 48h
O=C(COc1ccc2c(c1)CCC2)N1CCN(c2ccc(F)cc2)CC1	-14.1%	-11.3	x	-1.1	-12.9%	u
CC(C)c1nc2sc3ccccc3c(=O)c2c(=O)n1Cc1ccccc1	35.1%[activator]	-3.8	5.0%	-2.8	u	u
COc1ccc(Nc2cnn(-c3nc4ccccc4s3)c(=O)c2Cl)cc1	u	76.4*	7.5%	48.1*	u	72.9%[activator]
O=C(CCCCCN1C(=O)c2ccccc2C1=O)NC1CCCC1	u	44.6	1.2%	-2.9	13.3%	-5.0%
Cc1ccc(NC(=O)CN2C(=O)NC3(CCCC3)C2=O)nc1	29.4%	x	x	x	-8.5%	0.0%
COc1ccc(C(=O)C2CCCN(C/C=C/c3ccccc3OC)C2)c(OC)c1 (stereo unspecified)	25.2%	-5.9	1.5%	-3.2	u	u
COc1ccc(NC(=O)CN2CCN(c3ccccc3C)CC2)cc1	u	3.9	8.2%	0.2	4.4%	-9.8%
CCC(=O)Nc1ccc(C(=O)CSc2nnc(-c3ccc(O)cc3)n2CC2CCCO2)cc1 (stereo unspecified)	-12.8%	-6.5	-12.2%	-0.6	u	x
COc1ccc(C(C(=O)NC2CCCC2)N(Cc2cccnc2)C(=O)c2snc(C(N)=O)c2N)cc1 (stereo unspecified)	13.1µM*	-3.3	0.4%	-5.2	-19.1%	11.7µM*
O=C(O)CC1C(=O)NCCN1Cc1cccs1 (stereo unspecified)	30.3%[activator]	47.4	3.3%	9.0	16.1%	14.5%

Continued, overlapping the part above by two compounds.
SMILES	Pf growth 96h	Shiga inhibitor	Giardia FBPA inh	CHX counter	HCV inhibitor	Pf growth 48h
COc1ccc(C(C(=O)NC2CCCC2)N(Cc2cccnc2)C(=O)c2snc(C(N)=O)c2N)cc1 (stereo unspecified)	13.1µM*	-3.3	0.4%	-5.2	-19.1%	11.7µM*
O=C(O)CC1C(=O)NCCN1Cc1cccs1 (stereo unspecified)	30.3%[activator]	47.4	3.3%	9.0	16.1%	14.5%
COCCN(C(=O)COC(=O)c1cc2ccccc2cc1OC)c1c(N)n(Cc2ccccc2)c(=O)[nH]c1=O	u	x	x	x	u	u
CCn1ccc(=O)c2cc3c(cc21)OCO3	33.9%[activator]	x	x	x	12.0%	9.8%
Cc1cc(C)nc(SCC(=O)Nc2ccc(S(=O)(=O)NC(C)(C)C)cc2)n1	20.0%	-5.5	0.6%	-1.1	11.2µM*	x
Cc1ccc(-n2nc3c(=O)n(C(C)C(=O)NCCC4=CCCCC4)nc(C)c3c2C)cc1 (stereo unspecified)	9.28µM*	1.2	17.9%	8.9	10µM*	u
COCCN(CCOC)CC(O)COC(c1ccccc1)c1ccccc1 (stereo unspecified)	-18.2%	-24.6	-0.8%	-3.9	-3.8%	-17.8%
CCOC(=O)c1ccccc1NC1c2ccccc2C(=O)N1C1CCN(C(=O)OCC)CC1 (stereo unspecified)	u	-2.9	-15.5%	6.8	u	1.65µM*
CC1(C)Cc2cccc(OCC(=O)N3CCN(c4ccc([N+](=O)[O-])cc4)CC3)c2O1	5.22µM*	14.8	-10.7%	0.4	10µM*	u
COc1cccc(/C=C(/C#N)c2nc3ccccc3[nH]2)c1OC(C)C(=O)O (stereo unspecified)	37.5%[activator]	58.3*	-10.9%	26.0*	10.6%	-15.5%[0.00184 µM]
CC(=O)CSc1nnc(CSc2ncccn2)n1C1CCCCC1	u	-5.6	8.4%	-1.4	9.2%	u
O=C(Cn1cc([N+](=O)[O-])cn1)Nc1ccn(Cc2c(F)c(F)cc(F)c2F)n1	x	35.0	2.7%	3.1	u	3.8%
CN(C)CCCn1c(=O)n(Cc2ccco2)c(=O)c2c3c(sc21)CCCCC3	11.7µM*	-1.8	-1.9%	1.8	u	u
CCn1c(C)nc2cc(C(=O)N/N=C/c3cccc(O)c3O)ccc21	u	67.2*	-15.3%	31.4*	u	10.4µM*

Screening results from PubChem.
